Abeta rescue = qHTS for compounds that reverse cellular toxicity of Amyloid beta (A-beta) peptide in yeast: Primary Screen | 410,000 tested, 0.063% active | Potency, µM (titrated, usually from 46.1 µM), inactives show top-dose growth rescue, actives largely listed as activators | AID 1347071, 2019 | yeast expressing A-beta42, growth rescue, OD600, 48 h; response scale: 0% DMSO, 100% iron-clioquinol control; further: potency means the concentration at half of the fitted maximal effect; nearly all actives have a fitted effect of over 55% in size
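Yeast growth medium received pinned compounds, then yeast cells expressing toxic A-beta were added; plates incubated at 30 C for 48 hr. Growth read as absorbance at 600 nm, normalized to DMSO and equimolar FeCl3 plus clioquinol controls.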
EPAC1 antagonist = qHTS for Antagonist of cAMP-regulated guanine nucleotide exchange factor 3 (EPAC1): primary screen; EPAC1 GEF assay, Rap1b-BODIPY-GDP exchange fluorescence; Potency, µM (doses to about 115 µM), without a hit: at the highest dose activity change, negative = inhibition, most hits filed as inhibitors; 360,000 tested, 0.14% active; AID 720709, 2013;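 further: potency means the concentration at half of the fitted maximal effect; plate controls were vehicle for no effect and positive control for full effect; nearly all actives have a fitted effect of over 50% in size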
Target sequence (O95398 whole entry, looked up): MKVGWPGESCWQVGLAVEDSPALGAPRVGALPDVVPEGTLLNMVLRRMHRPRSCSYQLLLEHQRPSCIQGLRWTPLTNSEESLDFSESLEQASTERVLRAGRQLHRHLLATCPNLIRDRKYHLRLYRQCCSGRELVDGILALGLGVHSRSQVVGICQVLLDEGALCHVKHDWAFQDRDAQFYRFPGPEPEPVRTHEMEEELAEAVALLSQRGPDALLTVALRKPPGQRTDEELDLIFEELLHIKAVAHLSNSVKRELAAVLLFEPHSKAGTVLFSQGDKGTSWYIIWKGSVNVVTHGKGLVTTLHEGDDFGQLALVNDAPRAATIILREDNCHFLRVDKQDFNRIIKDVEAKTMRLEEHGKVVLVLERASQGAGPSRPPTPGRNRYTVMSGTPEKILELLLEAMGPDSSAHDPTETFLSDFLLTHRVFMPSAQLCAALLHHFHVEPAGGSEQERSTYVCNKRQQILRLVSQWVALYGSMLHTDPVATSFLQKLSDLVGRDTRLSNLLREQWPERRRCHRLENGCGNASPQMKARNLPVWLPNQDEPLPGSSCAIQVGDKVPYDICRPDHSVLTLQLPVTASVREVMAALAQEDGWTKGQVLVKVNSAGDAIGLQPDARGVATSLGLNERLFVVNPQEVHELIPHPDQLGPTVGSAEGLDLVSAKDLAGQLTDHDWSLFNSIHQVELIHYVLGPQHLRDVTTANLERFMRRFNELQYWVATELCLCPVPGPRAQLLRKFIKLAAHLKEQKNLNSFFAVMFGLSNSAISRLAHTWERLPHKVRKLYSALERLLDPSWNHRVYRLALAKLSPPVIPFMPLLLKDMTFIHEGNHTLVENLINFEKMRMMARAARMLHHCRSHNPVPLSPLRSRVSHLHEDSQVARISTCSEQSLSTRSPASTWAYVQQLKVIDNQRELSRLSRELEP
IL-2 act = qHTS of IL-2 Activators. 360,000 tested, 0.065% active. AID 652025, 2013. activation, % (series mostly up to about 46 µM). IL-2 activation reporter assay, cell-based qHTS; stimulated with anti-CD3/CD4/CD28 beads; in transgenic mouse T cells; in the data active means activation above about 50%; inconclusive means mostly about 30% to 49%; further: 0% is about no effect
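Unstimulated transgenic mouse T cells preincubated 60 min with compound, then stimulated with anti-CD3/anti-CD4-coated beads plus anti-CD28 for 18 h at 37 degrees C. IL-2 response read as EGFP and DsRed fluorescence by plate cytometry.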
PLK1 PBD block = qHTS for Inhibitors of PLK1-PDB (polo-like kinase 1 - polo-box domain): Primary Screen | 360,000 tested, 2.8% active | Plk1 PBD binding of FITC phosphopeptide, fluorescence polarization | AID 720504, 2013 | Potency, µM, without a hit: max response, negative = inhibition, usual class: inhibitors | Serine/threonine-protein kinase PLK1 (Homo sapiens), P53350; further: potency means the concentration at half of the fitted maximal effect; series mostly up to about 57 µM; on the % scale 0 is the no-effect control and ±100 the full control effect; nearly all actives have a fitted effect of over 65% in size
WRN helicase inh = qHTS for Inhibitors of WRN Helicase. Bifunctional 3'-5' exonuclease/ATP-dependent helicase WRN (Homo sapiens), Q14191. WRN helicase unwinding, fluorescent forked duplex, kinetic. Potency, µM (top dose mostly 114 µM), without a hit: top-dose activity change, negative = inhibition, usual class: inhibitors. 360,000 tested, 0.46% active. AID 651768, 2012; further: potency means the concentration at half of the fitted maximal effect; on the % scale 0 is the no-effect control and ±100 the full control effect; nearly all actives have a fitted effect of over 55% in size
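Enzyme (20 nM final) and test compound sit together 15 min at room temperature before substrate addition. Substrate is a single-forked duplex oligonucleotide (100 nM) labelled with fluorophore and quencher, with 2 mM ATP; helicase unwinding raises red fluorescence, read kinetically.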
FUS suppressor = qHTS for Suppressors of FUS Proteinopathy: Primary screen using FUS-linked yeast assay; S. cerevisiae FUS-expressing, growth rescue, OD600, 24 h; Potency, µM (top dose mostly 76.6 µM), for inactives: at the top dose growth rescue (activation), most hits filed as activators; 390,000 tested, 0.24% active; AID 1347120, 2019;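 further: potency means the concentration at half of the fitted maximal effect; plate controls were DMSO vehicle for no effect and reference control for full effect; nearly all actives have a fitted effect of over 55% in size; some results filed as inactive show a strong effect at the top dose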
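Restored growth of FUS-toxic S. cerevisiae, read as 600 nm absorbance after 24 h at 30C in galactose medium (starting OD 0.005). Controls CP55940 and DMSO.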
PI5P4Ka inh = qHTS for Inhibitors of phosphatidylinositol 5-phosphate 4-kinase (PI5P4K); 330,000 tested, 1.2% active; max response, %; PI5P4Kalpha enzyme, ADP-Glo luminescence, 60 min; stronger effect = lower value; Phosphatidylinositol 5-phosphate 4-kinase type-2 alpha (Homo sapiens), P48426; active means max response of -50% or lower; inconclusive means between -30% and -50%; inactive means -30% or higher; further: value at the top dose of about 77 µM; on the % scale 0 is the no-effect control and ±100 the full control effect
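Human PI5P4Kalpha with substrate in 0.038 M HEPES pH 7.4, 0.28 mM EGTA, 0.1% CHAPS, 5% DMSO; reaction started with 5 microM ATP (final), 60 min at room temperature. ADP formed read by ADP-Glo luminescence.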
EPAC1 ag = qHTS for Agonist of cAMP-regulated guanine nucleotide exchange factor 3 (EPAC1): primary screen | Rap guanine nucleotide exchange factor 3 (Homo sapiens), O95398 | EPAC1 agonist qHTS, biochemical assay; response scale: 100% = response to 6.5 mM cAMP | Potency, µM (highest dose often 154 µM), without a hit: top-dose activation, hits mostly activators | 360,000 tested, 0.073% active; further: potency means the concentration at half of the fitted maximal effect; nearly all actives have a fitted effect of over 60% in size
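EPAC1 100 nM, Rap1B–BODIPY-GDP 250 nM, unlabeled GDP 50 uM; compound titration; 5 min RT; kinetic read ex480/em540 at 5-min intervals ×30 min; data normalized to 6.5 mM cAMP agonist control.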
The depositor's hits bear a star; & = joins results of further samples; [ ] = dose if it differs, or a comment. Unless noted, the call rests on the fitted dose curve; in most records, active means well fitted curve in the direction sought with a large enough effect; inconclusive means small, poorly fitted or top-dose-only effect, or another doubt; inactive means no such curve, though single readings can be large; an effect the other way counts as inactive or inconclusive. Hits appear at their usual frequency; any-hit rate near 4.1%.

Screening COc1ccc(OC)c(S(=O)(=O)NC(=O)C2(C)CCN2C(=O)Cc2ccc(Cl)cc2Cl)c1 (stereo unspecified) returned Abeta rescue -10%, EPAC1 antagonist 18%, IL-2 act 1.7, PLK1 PBD block -2%, WRN helicase inh -1%, FUS suppressor 29%, PI5P4Ka inh -7 and EPAC1 ag -2%.
Screening Nc1nnc(SCC(=O)c2ccccc2)s1 returned Abeta rescue 2%, EPAC1 antagonist -7%, IL-2 act 0.5, PLK1 PBD block -6%, WRN helicase inh -6%, FUS suppressor -25%, PI5P4Ka inh -6 and EPAC1 ag 0%.
Screening N#Cc1cc2c(nc1SCc1cccnc1)CCC2 returned Abeta rescue 19%, EPAC1 antagonist -18%, IL-2 act -0.3, PLK1 PBD block -23%, WRN helicase inh -5%, FUS suppressor 4%, PI5P4Ka inh -6 and EPAC1 ag 13%.
`CNC(=O)c1ccc(Nc2nc(-c3ccccc3)nc3ccccc23)cc1` gave Abeta rescue 7%, EPAC1 antagonist -4%, IL-2 act -1.3, PLK1 PBD block 0%, WRN helicase inh -20%, FUS suppressor 14%, PI5P4Ka inh -8 and EPAC1 ag 7%.
`CCn1c(-c2cc(-c3cccc(OC)c3)nc3ccccc23)n[nH]c1=S` gave Abeta rescue 11%, EPAC1 antagonist 3%, IL-2 act -3.1, PLK1 PBD block -8%, WRN helicase inh 11%, FUS suppressor inconclusive and EPAC1 ag 10%.
For COc1ccc(CNCCCSc2ncccn2)c(OC)c1 the results were Abeta rescue 1%, EPAC1 antagonist -7%, IL-2 act 1.2, PLK1 PBD block -5%, WRN helicase inh -8%, FUS suppressor -8%, PI5P4Ka inh 4 and EPAC1 ag -1%.
Screening CCOc1ccc(N(CC(=O)NC2CCCCC2C)S(=O)(=O)c2c(C)noc2C)cc1 (stereo unspecified) returned Abeta rescue 2%, EPAC1 antagonist -4%, IL-2 act 2.6, PLK1 PBD block 2%, WRN helicase inh 2%, FUS suppressor 32%, PI5P4Ka inh 9 and EPAC1 ag -12%.
Cc1cccc(-c2ccc3c(c2)C2CC3CCN2C(=O)OCc2ccccc2)c1 (stereo unspecified) was read as Abeta rescue -3%, EPAC1 antagonist 10%, IL-2 act 1.3, PLK1 PBD block 3%, WRN helicase inh -3%, FUS suppressor -17%, PI5P4Ka inh 7 and EPAC1 ag -4%.
For CCN(CC)S(=O)(=O)c1ccc(N2CCOCC2)c(NC(=O)C23CC4CC(CC(Cl)(C4)C2)C3)c1 the results were Abeta rescue -3%, EPAC1 antagonist -10%, IL-2 act -0.4, PLK1 PBD block -4%, WRN helicase inh -6%, PI5P4Ka inh 8 and EPAC1 ag 1%.
`COC(=O)C1(C)NC(c2ccco2)C2C(=O)N(c3ccc(F)cc3)C(=O)C21` (stereo unspecified) gave Abeta rescue -13%, EPAC1 antagonist -22%, IL-2 act -1.2, PLK1 PBD block -9%, WRN helicase inh 7%, FUS suppressor -26%, PI5P4Ka inh 1 and EPAC1 ag 1%.
O=C(CN1C(=O)NC2(CCCCCCC2)C1=O)NCc1cccs1 was read as Abeta rescue 4%, EPAC1 antagonist -3%, IL-2 act -0.2, PLK1 PBD block -2%, WRN helicase inh -5%, FUS suppressor 4%, PI5P4Ka inh -1 and EPAC1 ag 6%.
`COc1ccc(NC(=O)CCS(=O)(=O)c2cccc3nonc23)cc1Cl` gave Abeta rescue 6%&-16%, EPAC1 antagonist -14%, IL-2 act -0.5, PLK1 PBD block 0%, WRN helicase inh -8%, FUS suppressor 7%&15%, PI5P4Ka inh -1 and EPAC1 ag -1%.
`CCCn1c(N)c(C(=O)CSc2ncn[nH]2)c(=O)n(C)c1=O` gave Abeta rescue 2%, EPAC1 antagonist -4%, IL-2 act -3.9, PLK1 PBD block 2%, WRN helicase inh -5%, PI5P4Ka inh -3 and EPAC1 ag -2%.
`CO[C@H]1CN(C)C(=O)c2ccc(NC(=O)NC(C)C)cc2OC[C@H](C)NC[C@H]1C` gave Abeta rescue -5%, EPAC1 antagonist -19%, IL-2 act 1.6, PLK1 PBD block -13%, WRN helicase inh 4%, FUS suppressor -5%, PI5P4Ka inh -7 and EPAC1 ag 5%.
For Cc1ccc(CCN2CCN=C2N(C)C)cc1 the results were Abeta rescue -1%, EPAC1 antagonist 7%, IL-2 act 0.8, PLK1 PBD block 0%, WRN helicase inh 3%, FUS suppressor -16%, PI5P4Ka inh 0 and EPAC1 ag 1%.
O=C(NCCCN1CCOCC1)c1cc(S(=O)(=O)N2CCOCC2)c(Cl)cc1Cl was read as Abeta rescue -4%, EPAC1 antagonist -8%, IL-2 act -4.3, PLK1 PBD block -12%, WRN helicase inh -23%, PI5P4Ka inh -2 and EPAC1 ag 12%.
For C/C(=N\NC(=S)Nc1ccc(C)c(C)c1)c1ccc(N2CCOCC2)cc1 the results were Abeta rescue 2%, EPAC1 antagonist -24%, IL-2 act -2.3, PLK1 PBD block 0%, WRN helicase inh 5%, FUS suppressor 9%, PI5P4Ka inh 1 and EPAC1 ag 1%.
For O=C(c1cccc(S(=O)(=O)N2CCN(c3ccccc3)CC2)c1)N1CC=C(c2ccccc2)CC1 the results were Abeta rescue 15%, EPAC1 antagonist -2%, IL-2 act -1.0, PLK1 PBD block -11%, WRN helicase inh 4%, FUS suppressor -1%, PI5P4Ka inh 4 and EPAC1 ag 11%.
`CCn1cnc2cc(NCc3ccc(OC)cc3)ccc21` gave Abeta rescue -12%, EPAC1 antagonist 3%, IL-2 act -1.9, PLK1 PBD block 1%, WRN helicase inh 5%, FUS suppressor 17% and EPAC1 ag -8%.
For COc1ccccc1Nc1nc(-c2cccc([N+](=O)[O-])c2)nc2ccccc12 the results were Abeta rescue -7%, EPAC1 antagonist -17%, IL-2 act -0.6, PLK1 PBD block -6%, WRN helicase inh -13%, FUS suppressor 5%, PI5P4Ka inh 1 and EPAC1 ag 6%.
Screening COc1cc(CN(C2CCCCC2C)S(=O)(=O)c2ccc(S(=O)(=O)NC3CC3)cc2)cc(OC)c1OC (stereo unspecified) returned Abeta rescue 17%, EPAC1 antagonist -8%, IL-2 act -0.7, PLK1 PBD block 1%, WRN helicase inh -15%, PI5P4Ka inh 3 and EPAC1 ag -8%.
Screening COC(=O)c1ccccc1OC(=O)c1ccc(Br)o1 returned Abeta rescue 2%, EPAC1 antagonist 8%, IL-2 act -3.0, PLK1 PBD block -10%, WRN helicase inh -26%[57.1 µM], FUS suppressor -16%, PI5P4Ka inh 2 and EPAC1 ag -14%.
Screening COC(=O)[C@@]12CCCN1[C@H](c1ccc(-c3ccc4c(c3)OCO4)cc1)[C@H]1C(=O)N(C)C(=O)[C@H]12 returned Abeta rescue -6%, EPAC1 antagonist -9%, IL-2 act -0.1, PLK1 PBD block -1%, WRN helicase inh 2%, FUS suppressor 18%, PI5P4Ka inh -28 and EPAC1 ag -19%.
`O=C(NCC1CCCO1)c1ccc(CS(=O)(=O)Cc2ccc(F)cc2)o1` (stereo unspecified) gave Abeta rescue 6%, EPAC1 antagonist 2%, IL-2 act -0.1, PLK1 PBD block -11%, WRN helicase inh -4%, FUS suppressor 10%, PI5P4Ka inh 9 and EPAC1 ag 4%.
For COc1cc(NC(=O)CCc2nnc3ccc(NCc4ccco4)nn23)cc(OC)c1 the results were Abeta rescue 8%, EPAC1 antagonist 14%, IL-2 act -2.7, PLK1 PBD block -26%, WRN helicase inh -3%, FUS suppressor 11%, PI5P4Ka inh -13 and EPAC1 ag 14%.
`OCCN1CCN(C2CCC(c3ccc(F)cc3)c3ccc(F)cc32)CC1` (stereo unspecified) gave Abeta rescue -31%[inhibitor], EPAC1 antagonist -15%, IL-2 act -0.4, PLK1 PBD block -7%, WRN helicase inh -2%, FUS suppressor 16%, PI5P4Ka inh 3 and EPAC1 ag 6%.
Screening Cc1nnc(SCC(=O)Nc2ccc(OC(F)F)c(Cl)c2)n(N)c1=O returned Abeta rescue -1%, EPAC1 antagonist 7%, IL-2 act 1.2, PLK1 PBD block -3%, WRN helicase inh 8%, FUS suppressor 0%, PI5P4Ka inh 3 and EPAC1 ag -8%.
`O=C(CN(Cc1ccccc1)C(=O)c1ccc2c(c1)OCCO2)NCc1ccc2c(c1)OCO2` gave Abeta rescue 15%, EPAC1 antagonist -11%, IL-2 act 6.7, PLK1 PBD block -4%, WRN helicase inh -5%, FUS suppressor 6%, PI5P4Ka inh 3 and EPAC1 ag 10%.

Pulled by compound from the list above:
Screening N#Cc1cc2c(nc1SCc1cccnc1)CCC2 returned Abeta rescue 19%, EPAC1 antagonist -18%, IL-2 act -0.3, PLK1 PBD block -23%, WRN helicase inh -5%, FUS suppressor 4%, PI5P4Ka inh -6 and EPAC1 ag 13%.
O=C(CN1C(=O)NC2(CCCCCCC2)C1=O)NCc1cccs1 was read as Abeta rescue 4%, EPAC1 antagonist -3%, IL-2 act -0.2, PLK1 PBD block -2%, WRN helicase inh -5%, FUS suppressor 4%, PI5P4Ka inh -1 and EPAC1 ag 6%.
`CO[C@H]1CN(C)C(=O)c2ccc(NC(=O)NC(C)C)cc2OC[C@H](C)NC[C@H]1C` gave Abeta rescue -5%, EPAC1 antagonist -19%, IL-2 act 1.6, PLK1 PBD block -13%, WRN helicase inh 4%, FUS suppressor -5%, PI5P4Ka inh -7 and EPAC1 ag 5%.
Screening CCOc1ccc(N(CC(=O)NC2CCCCC2C)S(=O)(=O)c2c(C)noc2C)cc1 (stereo unspecified) returned Abeta rescue 2%, EPAC1 antagonist -4%, IL-2 act 2.6, PLK1 PBD block 2%, WRN helicase inh 2%, FUS suppressor 32%, PI5P4Ka inh 9 and EPAC1 ag -12%.

High-throughput results (PubChem)
